Screens (PubChem)
LYPLA1 inh – LYPLA1 inhibitors, primary screen, counter-screen for PME1 inhibitor project, biochemical, fluorescence polarization, FP-Rh probe ABPP; 0.16% of 320,000 active; recombinant LYPLA1; inhibition, % at 5.9 µM; Acyl-protein thioesterase 1 (Homo sapiens), O75608;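 active = inhibition above the mean of all tested compounds plus 3 SD, set per campaign, cut at about 14% in these data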;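 note: inhibitors block serine hydrolase probe labeling of LYPLA1 so polarization falls; 0% = enzyme with DMSO and 100% = wells lacking LYPLA1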
pPAFAH FP inh – pPAFAH enzyme inhibitors, primary screen, biochemical, fluorescence polarization, human. Platelet-activating factor acetylhydrolase (Homo sapiens), Q13093. recombinant pPAFAH, FP-rhodamine probe fluorescence polarization. inhibition, % at 3.39 µM. 1.5% of 330,000 active. AID 463082, 2010;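 active = inhibition above the mean inhibition across the screen plus 3 SD, cut at about 25% in these data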;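 note: inhibitors block binding of the rhodamine activity-based probe so polarization drops; 0% = enzyme with DMSO and 100% = wells lacking pPAFAH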
PAFAH2 FP inh – PAFAH2 enzyme inhibitors, primary screen, biochemical, fluorescence polarization, human; AID 492956, 2010; 0.99% of 340,000 active; inhibition, % at 3.39 µM; recombinant PAFAH2, FP-rhodamine activity probe; Platelet-activating factor acetylhydrolase 2, cytoplasmic (Homo sapiens), Q99487;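 active = inhibition above the mean over all tested compounds plus 3 SD, cut at about 30% in these data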;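 note: inhibitors block probe labeling of enzyme so polarization drops; 0% = enzyme with DMSO and 100% = wells lacking PAFAH2 protein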
Fam108B inh – mouse Fam108B serine hydrolase inhibitors, primary screen, counter-screen for RBBP9 inhibitor project, biochemical, fluorescence polarization | recombinant Fam108B, FP-Rh probe fluorescence polarization | inhibition, % at 9.51 µM | 0.33% of 300,000 active | AID 1947, 2009;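 active = inhibition above the screen mean inhibition plus 3 SD, computed separately per campaign, cut at about 18% in these data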;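 note: inhibitors lower polarization as less probe binds the enzyme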
PAFAH1B3 inh – PAFAH1B3 enzyme inhibitors, primary screen, biochemical, fluorescence polarization, human; 0.28% of 340,000 active; inhibition, % at 3.39 µM; Platelet-activating factor acetylhydrolase IB subunit alpha1 (Homo sapiens), Q15102; recombinant PAFAH1B3, FP-rhodamine probe;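 active = inhibition above the screen-wide average of all tested compounds plus 3 SD, cut at about 25% in these data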;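 note: 0% = enzyme with DMSO only and 100% = wells lacking PAFAH1B3 protein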
GSTO1 inh – inhibitors of recombinant GSTO1, primary screen, counter-screen for RBBP9 inhibitor project, biochemical, fluorescence polarization; 1.1% of 300,000 active; activity-based probe fluorescence polarization; inhibition, % at 5.96 µM;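 active = inhibition above the campaign mean inhibition plus 3 SD, cut at about 35% in these data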;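 note: 0% = GSTO1-1 with DMSO and 100% = wells lacking GSTO1-1 enzyme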
Target sequence (P78417 whole entry, looked up): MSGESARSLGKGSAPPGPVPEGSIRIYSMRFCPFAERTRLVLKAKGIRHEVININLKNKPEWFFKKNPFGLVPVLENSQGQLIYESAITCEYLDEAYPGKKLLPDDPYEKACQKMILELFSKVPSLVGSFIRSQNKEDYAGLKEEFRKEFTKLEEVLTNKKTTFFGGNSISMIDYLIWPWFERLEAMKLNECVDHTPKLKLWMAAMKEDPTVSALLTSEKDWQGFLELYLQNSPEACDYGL
PAFAH1B2 FP inh – PAFAH1B2 enzyme inhibitors, primary screen, biochemical, fluorescence polarization, human; inhibition, % at 3.39 µM; recombinant PAFAH1B2, FP-rhodamine activity probe; 1.2% of 340,000 active; AID 492953, 2010; Platelet-activating factor acetylhydrolase IB subunit alpha2 (Homo sapiens), P68402;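 active = inhibition above the mean of all tested compounds plus 3 SD, cut at about 24% in these data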;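 note: 0% = enzyme with DMSO and 100% = wells lacking PAFAH1B2; many of its hits are not listed in these tables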
PAD4 FP inh – human PAD4 inhibitors, primary screen, biochemical, fluorescence polarization, 1536-well format. Protein-arginine deiminase type-4 (Homo sapiens), Q9UM07. recombinant PAD4, RCA probe fluorescence polarization. inhibition, % at 6.36 µM. 0.41% of 330,000 active;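 active = percent inhibition above a cutoff equal to the mean of all tested compounds plus 3 SD, cut at about 15% in these data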;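 note: 0% = PAD4 with RCA probe and DMSO and 100% = probe without PAD4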
Target sequence (Q9UM07 whole entry, looked up): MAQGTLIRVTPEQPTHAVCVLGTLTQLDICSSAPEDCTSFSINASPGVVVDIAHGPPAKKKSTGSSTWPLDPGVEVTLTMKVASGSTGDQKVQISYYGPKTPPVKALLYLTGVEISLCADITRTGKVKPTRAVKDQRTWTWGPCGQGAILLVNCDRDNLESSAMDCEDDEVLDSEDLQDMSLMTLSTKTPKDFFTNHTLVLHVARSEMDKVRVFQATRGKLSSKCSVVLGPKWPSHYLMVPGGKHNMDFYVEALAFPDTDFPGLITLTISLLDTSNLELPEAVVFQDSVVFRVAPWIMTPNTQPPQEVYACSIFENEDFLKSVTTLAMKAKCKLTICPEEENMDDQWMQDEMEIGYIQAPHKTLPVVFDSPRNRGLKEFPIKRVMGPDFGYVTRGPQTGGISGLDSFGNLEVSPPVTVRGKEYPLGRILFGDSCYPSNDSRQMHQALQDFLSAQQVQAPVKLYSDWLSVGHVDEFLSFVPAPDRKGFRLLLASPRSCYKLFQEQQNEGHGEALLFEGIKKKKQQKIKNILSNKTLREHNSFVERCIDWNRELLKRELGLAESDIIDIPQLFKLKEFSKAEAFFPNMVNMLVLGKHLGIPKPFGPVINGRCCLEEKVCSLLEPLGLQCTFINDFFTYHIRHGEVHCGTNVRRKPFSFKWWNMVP
PME-1 inh – PME-1 inhibitors via competitive probe labeling, primary screen, biochemical, fluorescence polarization, FP-Rh probe, HTS. AID 2130, 2009. 0.53% of 320,000 active. inhibition, % at 5.9 µM. Protein phosphatase methylesterase 1 (Homo sapiens), Q9Y570. recombinant PME-1;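 active = inhibition above the campaign mean of all compounds plus 3 SD, cut at about 26% in these data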;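 note: competitive labeling of PME-1 active site by serine hydrolase directed probe; 0% = PME-1 with DMSO and 100% = wells lacking PME-1 enzyme; inhibitors block probe labeling so polarization falls and inhibition rises; many of its hits are not listed in these tables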
Numbers without * were called inactive; x = no result given. These rows are one share of the data; rates above refer to the full screens.

Sequence of screens – LYPLA1 inh, pPAFAH FP inh, PAFAH2 FP inh, Fam108B inh, PAFAH1B3 inh, GSTO1 inh, PAFAH1B2 FP inh, PAD4 FP inh, PME-1 inh
Cc1cccc(CN2CCc3c([nH]c4ccccc34)C2)c1
 : 3.8, 2.4, -0.8, -3.2, 3.5, -0.2, 1.6, 2.4, -0.6
Cc1ccc(S(=O)(=O)N(C)C)cc1NC(=O)COC(=O)/C=C/c1ccc2c(c1)OCO2
 : -2.7, 2.8, 56.9*, -6.5, -0.2, 3.9, -2.1, -0.8, 7.1
Cc1ccc(NC(=O)CCC(=O)N/N=C/c2ccc([N+](=O)[O-])o2)cc1C
 : -1.6, 6.2, -1.3, -0.3, 3.7, 5.7, 0.8, -9.6, 3.0
CN(C)c1ccc(C(=S)N2CCN(c3ccc([N+](=O)[O-])cc3)CC2)cc1
 : -2.6, 2.9, -6.8, 8.2, 1.3, 0.7, 1.7, -1.8, 2.8
CN(C)c1nc(N(C)C)nc(N(C#N)CN2C(=O)c3ccccc3S2(=O)=O)n1
 : 1.4, 3.0, 1.0, -3.6, 3.2, -2.5, -0.4, -0.4, 2.5
OC(CN1CCN(c2ccccc2Cl)CC1)c1ccccc1 (centres undefined)
 : -1.3, 1.0, -4.6, -0.6, -5.8, 5.4, 4.1, -2.0, 2.1
COc1cc(OC)c(N(C)C(=O)c2cc3c(s2)-c2ccccc2S(=O)(=O)C3)cc1Cl
 : -2.4, -4.2, 31.2*, -1.9, 10.0, -3.8, 6.0, -0.4, -0.5
Cc1nnc(SCCn2c(N3CCCCC3)nc3c2c(=O)[nH]c(=O)n3C)s1
 : 1.5, 1.7, -3.2, 2.9, 4.0, 3.6, -2.0, -2.5, -2.0
Cc1ccc(NC(=O)c2sccc2C)cc1[N+](=O)[O-]
 : -0.2, 10.5, -8.6, 0.3, 0.2, -3.2, 6.0, 0.4, -11.3
Cc1ccc(CC(=O)Nc2nnc(-c3ccc(F)cc3)o2)c(C)c1
 : -1.9, 3.2, -1.0, -1.1, -1.7, 7.1, 11.7, 1.1, -0.7
O=C(OCCOc1cccc(Cl)c1)C1CCN(S(=O)(=O)c2ccccc2)CC1
 : -3.1, 13.4, 3.1, 3.8, 3.8, -3.8, 7.4, 2.7, 5.6
COc1ccc(CNC(=O)C2CCN(S(=O)(=O)N3CCCCC3)CC2)cc1
 : 1.6, 2.4, -6.7, -4.4, 1.8, 3.1, 2.4, 0.3, 2.5
FC(F)(F)c1nnc(-c2ccccc2)nc1N1CCOCC1
 : 0.5, 2.2, -7.6, 0.5, 12.4, 9.3, 6.6, 0.4, -5.1
CCOc1ccc(S(=O)(=O)N(CC)CC(=O)NC2CCS(=O)(=O)C2)cc1 (centres undefined)
 : -0.9, 2.1, 0.4, x, -6.5, x, -0.7, 1.6, -2.1
CC(C)C[C@H](NC(=O)N1CCn2c1nc1ccccc12)C(=O)N[C@@H](Cc1ccccc1)C(=O)O
 : 0.7, 1.7, -7.1, 0.3, -2.0, -9.7, 2.7, -5.5, -4.4
CN(C)c1cc(Nc2cccc(O)c2)c([N+](=O)[O-])c2nonc12
 : -0.7, 4.9, 11.1, 0.0, -0.6, 11.4, 1.7, -4.9, 10.1
O=C(CSc1ccc(-c2ccccc2)nn1)N1CCN(c2ccccc2)CC1
 : 0.4, -2.2, 0.4, 2.7, 4.7, 5.8, 5.4, 0.4, -1.6
CCOC(=O)CSc1ccc(C(=O)Nc2ccc(OC)cc2)cn1
 : 1.0, 3.1, 3.6, -0.6, 3.7, -0.1, 5.7, -3.5, -4.8
COC(=O)c1cccc(CN2C(=O)SC(Nc3ccccc3)C2=O)c1 (centres undefined)
 : 2.9, 2.8, 27.8, 0.2, 8.2, 1.0, 1.1, -0.5, -7.3
C=CCC1(CC=C)CCCN1C(=O)c1cc(COc2ccc(-n3cncn3)cc2)on1
 : 1.6, 0.6, 5.2, 0.7, -4.2, -5.3, 14.5, -5.1, 5.8
CC(NC(=O)COC(=O)C1CCC1)c1ccccc1 (centres undefined)
 : 0.1, 4.5, 10.4, 6.2, 2.6, 4.0, -0.3, 2.7, 2.9
CC(C)N(Cc1ccccc1)C(=O)CSc1nccn1C
 : 3.9, -1.1, 10.7, -3.0, 3.6, 1.7, 8.2, -5.9, 0.4
O=C(NCCc1ccccc1)c1cnc2ccccc2n1
 : -3.8, -1.6, -7.5, -0.9, 6.2, 2.6, 6.0, 3.1, 2.5
CCOc1ccc(N2C(=O)c3ccc(C(=O)OCC(=O)N(CC)C4CCS(=O)(=O)C4)cc3C2=O)cc1 (centres undefined)
 : -2.8, 2.6, 3.7, -0.5, 1.6, -2.9, -6.2, -5.7, -5.5
COc1ccc(Cl)c(OC)c1C(=O)NC(=O)Nc1c(F)cc(F)cc1F
 : -1.6, 2.5, x, -1.6, x, -6.2, x, -0.4, 8.3
CCC(=O)N1CCCc2cc(S(=O)(=O)N3CCN(c4ccccn4)CC3)ccc21
 : 1.6, -0.6, -2.7, 1.9, 6.2, 6.9, 2.4, -0.9, 8.5
CCOc1cc(C(=O)NCc2ccccc2)ccc1OCC(=O)N1CCOCC1
 : -2.1, -0.5, -5.6, -3.8, 1.0, 3.6, -0.8, 5.1, -1.1
COc1ccc(S(=O)(=O)NCc2ccccn2)cc1NC(=O)c1ccccc1
 : 1.4, 0.5, 2.8, -2.7, -7.0, 3.8, 6.3, 2.4, -3.8
Cc1cccc(NC(=O)c2sc3nc4c(c(-c5ccco5)c3c2N)CCC4)c1
 : -4.0, 12.0, 6.1, 7.0, -0.1, 2.8, 5.0, 1.6, 8.6
CCOC(=O)c1c(CN(C)C)oc2cc(CN(C)C)c(O)c(CSc3ccccc3)c12
 : -2.6, -1.8, -8.2, -1.4, 6.0, 0.5, 1.2, 3.1, -3.5
Cc1cc(C(=O)NC2CCCc3c2cnn3-c2cccc(C)c2C)c(C)o1 (centres undefined)
 : -0.3, -2.5, 3.3, -3.7, 3.7, 7.8, 3.0, -1.4, -1.0
CC(=O)Nc1ccc(NC(C)=C(C#N)C#N)cc1
 : -1.0, -3.1, -4.3, 0.2, -3.3, -2.2, 4.4, 0.1, -4.5
CC(C)[C@H](NC(=O)OCc1ccccc1)C(=O)OCC(=O)c1ccccc1
 : x, 6.5, 7.3, x, 9.8, x, 2.0, 2.6, x
CC(=O)c1sc(NC(=O)c2ccccc2)nc1-c1ccccc1
 : -4.8, -4.1, 11.0, -6.1, 6.9, -17.3, -0.3, 2.5, -0.8
CCn1c(CNC(=O)c2ccco2)nnc1SCC(=O)Nc1ccc(Br)cc1F
 : -1.3, 4.0, -1.8, -1.0, -2.5, -3.9, 4.1, 0.5, -7.4
COc1cc(NC(=O)CSCC(=O)N(C)C2CCCCC2)cc(OC)c1
 : 3.2, -0.3, 10.7, x, -2.4, x, 1.1, 2.2, 6.2
CC(=O)Nc1ccc(C(=O)N/N=C/c2ccccc2OC(=O)c2ccc(Cl)cc2)cc1
 : -34.5, -0.9, -66.0, -15.1, 12.2, -2.6, -3.6, -6.5, -37.5
COC(=O)c1ccc(C2N=C(c3cccs3)CC(c3ccccc3O)N2)cc1 (centres undefined)
 : 0.3, 11.2, 0.5, 7.3, 3.2, -15.4, 4.8, -3.8, 3.7
CSCC(C)N1CCC(CCC(=O)NC2CC2)CC1 (centres undefined)
 : -3.1, 3.0, 4.0, -0.7, 9.1, 3.0, 3.9, 1.6, -1.6
COc1ccc(S(=O)(=O)N2CCOCC2)cc1NC(=O)COc1ncnc2ccccc12
 : -2.8, 6.0, -8.1, 1.5, -5.6, 1.6, 0.3, -0.4, 1.8
Cc1cc(Cl)ccc1OCC(=O)NCCC(=O)O
 : -0.4, 2.6, 3.0, -0.4, -0.4, 7.2, -3.9, -1.1, -0.3
Cc1nc2sc3c(c2c(=O)o1)CC(C)(C)OC3
 : 2.6, 1.1, 4.5, 0.7, 2.0, 0.7, -0.5, -7.7, -1.9
Cc1nn(C)cc1-c1cc(C(=O)O)c2ccccc2n1
 : 0.0, 2.6, 1.6, -3.4, 1.4, 3.2, 2.4, -1.7, 0.6
COc1ccc(CCNS(=O)(=O)c2cccc(C(=O)O)c2)cc1OC
 : 0.8, -6.7, -0.2, 2.4, 6.5, -2.0, 7.6, 9.3, -1.3
CC(C)CCN(C)C1CCN(S(=O)(=O)c2ccc(F)cc2)CC1
 : 0.2, 2.0, -2.7, 4.2, -3.4, 15.9, -0.9, -8.0, -4.7
O=C(CN1CCN(Cc2ccc3c(c2)OCO3)CC1)c1c[nH]c2ccccc12
 : 4.8, -0.2, 5.0, -1.1, 5.9, 0.9, 3.8, -3.6, -1.3
COc1ccc(-c2[nH]nc3c2C(c2ccsc2)C(C#N)=C(N)O3)cc1 (centres undefined)
 : -7.2, 4.7, -7.2, 1.2, 2.4, 24.9, 5.3, -13.1, 4.7
CC(C)CCCN1C(Nc2ccccc2)=NC[C@@H]1Cc1ccccc1
 : 5.0, 1.3, 0.0, 0.0, 8.9, 5.6, -0.9, -1.8, 5.9
Cc1ccc([N+](=O)[O-])cc1NC(=O)c1ccc2c(c1)OCO2
 : -1.9, 0.7, 4.3, 0.7, 8.3, 1.8, 2.3, -1.0, -7.5
O=C(Nc1cccc2ccccc12)NC1CCCCC1O (centres undefined)
 : -4.8, -7.2, 10.6, -3.4, -1.8, -0.8, 8.1, -5.0, -7.5
Cc1ccc(C(=O)N2CC(C)SC2=Nc2cccc(S(=O)(=O)N(C)C)c2)cc1 (centres undefined)
 : 0.4, 5.3, -5.2, 0.8, -4.5, -4.4, 6.9, 1.9, 12.6
COc1ccc(NC(=O)c2noc(C(C)C)c2[N+](=O)[O-])cc1
 : -3.8, 1.9, -1.2, -2.8, 4.8, 33.5, -4.8, -5.3, -3.9
COCCn1c(C)cc(/C=C2/NC(=O)N(c3cccc(Cl)c3)C2=O)c1C
 : -5.6, -4.8, 2.1, 7.8, 2.6, 2.5, 8.3, 0.4, 6.0
COc1cc(S(=O)(=O)Nc2cccc(C)c2)ccc1NC(=O)c1ccncc1
 : -1.0, 33.1*, 10.0, 2.8, -4.1, -0.2, 1.4, 9.7, 7.8
Cc1ccc(-c2c(C(=O)NNC(=S)NCC3CCCO3)csc2C)cc1 (centres undefined)
 : -0.7, 8.4, -5.1, -1.6, 10.3, 0.3, 9.1, -2.4, 5.5
CC(NC(=O)c1ccc2nc[nH]c2c1)c1ccccc1 (centres undefined)
 : -1.5, -0.3, 8.5, 4.5, -1.2, 5.1, 3.4, 0.2, 0.3
CCOCCCNC(=O)c1cc(Sc2ccc(C)cc2)nc2ccccc12
 : 1.2, 6.4, -2.7, 1.6, -4.7, 2.3, -3.2, 1.0, 3.8
Cc1cc(-n2nc(C)cc2C)nc(NS(=O)(=O)c2ccccc2Cl)n1
 : -1.5, 2.1, -0.1, 0.7, 6.8, 4.2, 0.7, 0.9, -0.7
